ADAM17 inh = ADAM17 inhibitors, primary screen, biochemical, QFRET; inhibition, % at 6.95 µM; AID 720648, 2013; 370,000 tested, 0.83% active; recombinant ADAM17, EDANS/DABCYL FRET peptide cleavage; Disintegrin and metalloproteinase domain-containing protein 17 (Homo sapiens), P78536;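 active = inhibition above the mean of compounds lying between control limits plus 3 SD, set per campaign, cut at about 8.5% in these data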;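 note: 0% = DMSO-only wells as the low control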
GAA850 FXN act = FXN promoter activators, primary screen, cell-based, luciferase luminescence, HEK293 lucGAA850. HEK293 lucGAA850 FXN promoter luciferase reporter, 24 h; percent of 10 µM SAHA response. activation, % at 6 µM. 360,000 tested, 0.56% active. AID 540364, 2011;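 active = activation above the average of all compounds screened plus 3 SD, cutoff fixed separately per campaign, cut at about 7.5% in these data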;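 note: 0% = DMSO wells and 100% = 10 µM SAHA wells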
ADAM10 inh = human ADAM10 inhibitors, primary screen, biochemical, QFRET, HTS | recombinant ADAM10, EDANS/DABCYL FRET peptide cleavage, 3 h | inhibition, % at 7 µM | 370,000 tested, 0.62% active | AID 720582, 2013;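 active = inhibition above a per-campaign cutoff equal to the mean of compounds falling between control-based bounds plus 3 SD, cut at about 20% in these data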;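 note: 0% = DMSO wells while the 100% control is not disclosed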
Target sequence (O14672 214-748 limits assumed): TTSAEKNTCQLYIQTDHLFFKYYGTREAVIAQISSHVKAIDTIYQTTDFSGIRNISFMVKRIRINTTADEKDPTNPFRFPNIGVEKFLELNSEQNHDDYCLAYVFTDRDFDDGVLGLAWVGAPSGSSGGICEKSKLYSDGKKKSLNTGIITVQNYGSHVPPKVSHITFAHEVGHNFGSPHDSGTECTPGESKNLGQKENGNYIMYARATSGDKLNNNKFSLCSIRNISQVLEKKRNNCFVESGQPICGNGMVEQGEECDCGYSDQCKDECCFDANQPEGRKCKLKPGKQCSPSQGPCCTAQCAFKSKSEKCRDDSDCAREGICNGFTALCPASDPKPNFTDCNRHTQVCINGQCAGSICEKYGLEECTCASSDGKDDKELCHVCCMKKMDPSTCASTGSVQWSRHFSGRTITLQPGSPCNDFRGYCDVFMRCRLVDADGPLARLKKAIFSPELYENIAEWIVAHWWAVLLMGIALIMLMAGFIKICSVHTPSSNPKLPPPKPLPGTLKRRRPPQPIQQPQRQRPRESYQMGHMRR
hcDAF12 agonist = H. contortus DAF-12 nuclear receptor activators, primary screen, cell-based, luminescence, HEK293, lit1-tk-luc reporter; HEK293 hcDAF-12 lit1-tk-luc reporter; 0% DMSO, 100% Δ7-dafachronic acid; activation, % at 6.8 µM; 370,000 tested, 1.4% active;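 active = activation above the mean of all tested compounds plus 3 SD, cut at about 5.5% in these data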;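 note: 100% = response to 3 µM Δ7-dafachronic acid high control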
ssDAF-12 act = S. stercoralis DAF-12 nuclear receptor activators, primary screen, cell-based, luminescence, HEK293, GRIP1 co-expression, lit1-tk-luc; 370,000 tested, 1% active; HEK293 ssDAF-12/GRIP1 lit1-tk-luc reporter; % of 3 µM dafachronic acid response; activation, % at 6.8 µM; AID 652126, 2013; Nuclear hormone receptor DAF-12 (Strongyloides stercoralis);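 active = activation above the mean over all tested compounds plus 3 SD, cut at about 0.9% in these data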;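 note: 0% = DMSO-only wells and 100% = 3 µM delta7-dafachronic acid wells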
HGIII-sPLA2 inh = human group III sPLA2 inhibitors, primary screen, biochemical, QFRET, BODIPY PC-A2 liposome substrate; Group 3 secretory phospholipase A2 (Homo sapiens), Q9NZ20; QFRET BODIPY PC-A2 liposome hydrolysis, fluorescence; inhibition, % at 12.2 µM; 370,000 tested, 0.56% active; AID 743126, 2013;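 active = inhibition above mean plus 3 SD of compounds lying within the high and low control bounds, cut at about 19% in these data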;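 note: 0% = median of test compound wells and 100% = no enzyme DMSO wells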
hgDAF12 agonist = H. glycines DAF-12 receptor agonists, primary screen, cell-based, luminescence, HEK293, GAL4 fusion, UAS-luciferase. HEK293 GAL4-hgDAF12 UAS-luciferase reporter, agonist luminescence; normalized to butyrate control. activation, % at 6.8 µM. 370,000 tested, 1.8% active;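 active = activation above a cutoff set at the mean of all screened compounds plus 3 SD, cut at about 10% in these data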;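 note: 0% = DMSO wells and 100% = sodium butyrate wells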
DAX1 inh-1 = DAX1 (NR0B1) inhibitors, primary screen, cell-based, HEK293, Gal4-DAX1, luciferase luminescence; Nuclear receptor subfamily 0 group B member 1 (Homo sapiens), P51843; HEK293 Gal4-DAX1 luciferase reporter; inhibition, % at 6.75 µM; 340,000 tested, 0.99% active; AID 504766, 2011;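 active = inhibition above the mean over all tested compounds plus 3 SD, cut at about 4.2% in these data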;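 note: 0% = DAX1-transfected cells with DMSO and 100% = empty-vector control cells with DMSO; inhibition shows as a rise in luminescence from relieved DAX1 repression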
Target sequence (P51843 207-470 limits assumed): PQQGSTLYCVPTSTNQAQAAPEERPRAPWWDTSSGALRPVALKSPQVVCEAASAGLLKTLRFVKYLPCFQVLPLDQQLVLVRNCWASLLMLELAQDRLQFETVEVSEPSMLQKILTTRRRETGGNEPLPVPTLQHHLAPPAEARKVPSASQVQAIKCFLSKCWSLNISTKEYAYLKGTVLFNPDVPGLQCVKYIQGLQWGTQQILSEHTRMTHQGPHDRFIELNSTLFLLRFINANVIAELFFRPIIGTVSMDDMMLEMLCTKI
PLC-gamma1 inh = PLC-gamma1 enzyme inhibitors, primary screen, biochemical, fluorescence, purified enzyme; fluorogenic substrate; 1-phosphatidylinositol 4,5-bisphosphate phosphodiesterase gamma-1 (Homo sapiens), P19174; inhibition, % at 12.2 µM; AID 720700, 2013; 370,000 tested, 0.84% active; in the data active = inhibition above about 9.5%
DAX1 inh-2 = DAX1 (NR0B1) inhibitors on StAR promoter, primary screen, cell-based, luminescence, SF-1 (NR5A1), full-length DAX-1. AID 652010, 2013. HEK293T StAR-luciferase reporter, SF-1/DAX-1 repression relief. inhibition, % at 6.8 µM. 370,000 tested, 1.1% active;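 active = inhibition above the mean over all tested compounds plus 3 SD, cut at about 3.6% in these data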;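 note: 0% = DAX-1 cells with DMSO and 100% = cells lacking DAX-1 with DMSO; higher inhibition means more luminescence from relief of DAX-1 repression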
PLCb3 inh = human PLC-beta3 inhibitors, primary screen, biochemical, fluorescence. 370,000 tested, 0.18% active. inhibition, % at 12.2 µM. AID 720704, 2013. Purified PLC-beta3, fluorogenic substrate; in the data active = inhibition above about 11%;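 note: 0% = median of compound wells on plate and 100% = full blocker control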
* = called active by the depositor; i = inactive; . = no result given. Rows were taken by chance. About 6.9% of those tested had a hit in this group.

Below each compound: ADAM17 inh | GAA850 FXN act | ADAM10 inh | hcDAF12 agonist | ssDAF-12 act | HGIII-sPLA2 inh | hgDAF12 agonist | DAX1 inh-1 | PLC-gamma1 inh | DAX1 inh-2 | PLCb3 inh
(1) CN1CCCCC(NC(=O)c2ccc(F)c(F)c2)C1=O (centres undefined)
 : -3 | . | 2 | 0.2 | -1.2 | 1 | -0.3 | . | 2 | -1.0 | 3
(2) CC1Cc2nc(SCC(=O)Nc3ccc(F)cc3F)n(C)c(=O)c2S1 (centres undefined)
 : 4 | 2.2 | 3 | -1.8 | -1.9 | -1 | -3.3 | 0.8 | 13* | -0.4 | 7
(3) CCCCNC(=S)Nc1ccc(-c2nc3ccc(C)cc3s2)cc1
 : -313 | 7.1 | i | 10* | 0.8 | 6 | 20* | 1.1 | -100 | 7.1* | -105
(4) CCCCC(CC)C(=O)Nc1ccc(Nc2ccccc2)cc1 (centres undefined)
 : 4 | 0.7 | 15 | -0.6 | -1.5 | 7 | 3.8 | 1.2 | -4 | 0.8 | -1
(5) CC1=C/C(=C(\c2ccc(O)c(C)c2)c2ccccc2S(=O)(=O)O)C=CC1=O
 : 4 | -1.8 | 12 | -0.8 | -0.9 | -12 | -0.4 | -1.1 | -4 | -0.4 | -12
(6) COc1cccc(CCNC(=O)CCc2nnc(-c3ccc4c(c3)OCO4)o2)c1
 : -1 | -0.3 | -2 | -0.8 | -0.4 | 1 | 3.2 | 0.8 | -4 | 0.1 | -10
(7) CCOC(=O)C1CCCN(C(=O)c2ccc(S(=O)(=O)NCc3ccco3)cc2)C1 (centres undefined)
 : -1 | 2.7 | -12 | -1.6 | -0.9 | 4 | -1.5 | 0.0 | -2 | -0.9 | -6
(8) COC(=O)c1nn(-c2cccc(C)c2)c2nnc(Cc3ccccc3)c(=O)n12
 : 1 | 0.6 | -12 | -1.9 | -0.8 | 11 | -1.9 | 0.4 | 5 | -0.2 | 1
(9) CSc1ncccc1C(=O)OCC(=O)c1ccc(S(=O)(=O)N2CCCCC2)cc1
 : 3 | 0.7 | 14 | 0.2 | -0.4 | -33 | -1.5 | 2.2 | 0 | 2.0 | 5
(10) CCCNC(=O)COc1nc2ccccc2nc1N1CCOCC1
 : 0 | 0.1 | 2 | -1.5 | -0.2 | 2 | 2.2 | -0.2 | 1 | 0.1 | 2
(11) CCOc1ccc(OCCOCCN2CCCC2)cc1
 : -3 | 0.2 | 0 | -0.5 | -1.1 | 4 | 1.9 | 1.8 | 1 | -0.3 | -3
(12) O=c1[nH]c2ccc(S(=O)(=O)N3CCCCC3)cc2[nH]1
 : -1 | 2.3 | 4 | -1.6 | -1.5 | -1 | 0.8 | 2.2 | 2 | 0.1 | 3
(13) COCCCNC(=S)Nc1cccc2ncccc12
 : -6 | 0.0 | -6 | -0.6 | -1.0 | 1 | -1.9 | -0.3 | -5 | -1.3 | -10
(14) CCOCCCN1CC(=O)N2[C@@H](Cc3c([nH]c4ccccc34)C2(C)C)C1=O
 : -7 | 2.3 | -9 | -0.7 | -1.1 | 7 | 0.2 | -0.6 | -3 | -0.2 | -5
(15) CC(C)OC(=O)c1c(-c2ccc(C(C)C)cc2)csc1NC(=O)C1CCCO1 (centres undefined)
 : -3 | 0.8 | 1 | -0.8 | -1.0 | 2 | -1.6 | -0.6 | 0 | -0.2 | 3
(16) Cc1ccc2[nH]c3c(N4CCN(Cc5ccccc5)CC4)ncnc3c2c1
 : -58 | -0.8 | -350 | -3.6 | -2.2 | -13 | -8.5 | -3.2 | -109 | -2.8 | -151
(17) CN(C)c1ccc(NC(=O)c2ccc(COc3cccc(Cl)c3)o2)cc1
 : 10* | 2.2 | 17 | 1.7 | -1.4 | 7 | 3.8 | 1.1 | -8 | 0.9 | -11
(18) O=C(c1ccc([N+](=O)[O-])cc1[N+](=O)[O-])n1cnc2ccccc21
 : -2 | 1.9 | -2 | 1.1 | 0.0 | -2 | -0.2 | -0.8 | -2 | 0.3 | 3
(19) N#Cc1ccc(N2CCN(c3ccc(F)cc3)CC2)cc1
 : 1 | -1.1 | 6 | -2.2 | -1.7 | 1 | -2.2 | 0.4 | 0 | -0.1 | 0
(20) O=S(=O)(c1ccc2c(c1)OCCO2)N1CCC(c2nc3ccccc3s2)CC1
 : 1 | -0.2 | 8 | -0.4 | -0.3 | 8 | -1.5 | -0.6 | 2 | -0.3 | 5

Arranged by SMILES length (rising): part of the list above
Below each compound: ADAM17 inh | GAA850 FXN act | ADAM10 inh | hcDAF12 agonist | ssDAF-12 act | HGIII-sPLA2 inh | hgDAF12 agonist | DAX1 inh-1 | PLC-gamma1 inh | DAX1 inh-2 | PLCb3 inh
(11) CCOc1ccc(OCCOCCN2CCCC2)cc1
 : -3 | 0.2 | 0 | -0.5 | -1.1 | 4 | 1.9 | 1.8 | 1 | -0.3 | -3
(16) Cc1ccc2[nH]c3c(N4CCN(Cc5ccccc5)CC4)ncnc3c2c1
 : -58 | -0.8 | -350 | -3.6 | -2.2 | -13 | -8.5 | -3.2 | -109 | -2.8 | -151
(18) O=C(c1ccc([N+](=O)[O-])cc1[N+](=O)[O-])n1cnc2ccccc21
 : -2 | 1.9 | -2 | 1.1 | 0.0 | -2 | -0.2 | -0.8 | -2 | 0.3 | 3

Next section
Below each compound: ADAM17 inh | GAA850 FXN act | ADAM10 inh | hcDAF12 agonist | ssDAF-12 act | HGIII-sPLA2 inh | hgDAF12 agonist | DAX1 inh-1 | PLC-gamma1 inh | DAX1 inh-2 | PLCb3 inh
(21) Cn1cnnc1SCC(=O)c1ccc(OC(F)F)cc1
 : -2 | 1.6 | -7 | -0.7 | -1.5 | -7 | 0.5 | 0.4 | 0 | 0.3 | 1
(22) Cc1ccc(S(=O)(=O)N(Cc2c(F)cccc2Cl)C(=O)N2CCN(C)CC2)cc1
 : 0 | 1.4 | -1 | -0.2 | -1.1 | 5 | 2.7 | -0.1 | 1 | 1.2 | 0
(23) COc1ccccc1NC(=O)N(C)C[C@H]1Oc2ncc(Br)cc2C(=O)N([C@H](C)CO)C[C@H]1C
 : -2 | 0.0 | -3 | 2.0 | 1.1* | 3 | 5.2 | 4.7* | 0 | -1.0 | 0
(24) COc1cc(OC)c2cc(C(=O)N[C@@H](Cc3ccccc3)C(=O)O)n(C)c2c1
 : -9 | 1.4 | -25 | -0.8 | -1.0 | -5 | -1.0 | 0.9 | -24 | 0.1 | -34
(25) O=C(NC1CCCC1)C(c1ccc(N2CCOCC2)cc1)N(Cc1ccco1)C(=O)c1ccco1 (centres undefined)
 : -1 | -2.1 | -5 | -2.2 | -1.4 | 0 | 1.0 | -0.9 | 0 | 0.9 | 1
(26) CN(CC(=O)Nc1ccc(N2CCOCC2)cc1)C(=O)CSc1ccc(F)cc1
 : -2 | 0.8 | -3 | -1.6 | -0.8 | 4 | -0.3 | -1.7 | 0 | 0.0 | -1
(27) CNC(=S)N(CCc1c(C)[nH]c2ccc(OC)cc12)Cc1cc(OC)c(OC)c(OC)c1
 : -5 | -1.7 | -23 | 4.5 | -0.7 | -8 | 1.1 | 0.6 | -26 | 0.2 | -39
(28) CCCCN(C(=O)c1cc2c(s1)CCC2)c1c(N)n(CCC)c(=O)[nH]c1=O
 : -7 | 1.5 | -9 | 0.4 | -1.2 | -6 | -0.3 | -0.1 | -1 | -0.6 | -9
(29) CC(C)(C)C(=O)Nc1ccc(C(=O)COC(=O)c2ccccn2)cc1
 : -1 | 2.0 | -5 | -1.5 | -1.1 | -9 | 2.4 | 0.2 | -4 | -0.3 | -9
(30) Cc1ccccc1CN1[C@@H](CC2CCCCC2)COCCS1(=O)=O
 : 3 | 2.3 | 9 | -1.6 | -1.6 | -6 | 1.1 | -0.8 | -4 | -0.3 | -1
(31) CC(=O)c1cnc2c(-c3ccccc3)cnn2c1C
 : -1 | 1.6 | 2 | 1.0 | -0.3 | -15 | 4.8 | 1.6 | -1 | 1.0 | -3
(32) Cc1c(O)ccc(/C=N/Nc2nc(-c3cccnc3)nc3ccccc23)c1O
 : -2 | -1.6 | 5 | -2.1 | -2.0 | -14 | -1.3 | -4.2 | -69 | -1.8 | -113
(33) CC(=NNC(=O)c1cc(C)nc2ccccc12)c1ccc(N2CCOCC2)cc1
 : -2 | -5.0 | -14 | 0.3 | -0.8 | 1 | 1.4 | 0.5 | 1 | -3.7 | 1
(34) O=c1c2ccccc2c(C=NCCc2ccccc2)c(O)n1Cc1ccccc1
 : 3 | 2.9 | 10 | -1.2 | -1.1 | -10 | -2.2 | 1.7 | 4 | -0.6 | -2
(35) CCN(CC)c1ccc(/C=C/c2cc(-c3ccccc3)c3ccccc3n2)cc1
 : -5 | -0.8 | -17 | -1.9 | -1.0 | 25* | -1.8 | 2.9 | -307 | 0.0 | -456
(36) CC(=O)Nc1ccccc1C(=O)C(=O)Nc1cccc(C(=O)NCc2ccc(C)cc2)c1
 : 1 | . | 2 | -1.1 | -1.1 | -15 | 2.6 | . | 3 | -0.6 | 0
(37) CCC1CC(=O)CCN1S(=O)(=O)c1ccc(C)cc1 (centres undefined)
 : 2 | 1.1 | -10 | -0.5 | -0.8 | 2 | -4.9 | -0.1 | 0 | 0.7 | 3
(38) C[C@H]1CN([C@@H](C)CO)C(=O)c2cc(Br)cnc2O[C@H]1CN(C)C(=O)c1cccnc1
 : -2 | -0.5 | -8 | -1.0 | -1.2 | 8 | 1.8 | 0.1 | 1 | 0.9 | 1
(39) CC/C(=N\NC(=O)COc1ccc(Br)cc1)c1ccc(OC)c(OC)c1
 : -1 | 4.7 | 7 | 0.6 | -1.4 | 5 | 3.8 | 0.9 | 2 | -0.1 | -6
(40) NS(=O)(=O)c1ccc(CCNC(=O)COC(=O)c2nc(Cl)ccc2Cl)cc1
 : -1 | 0.2 | -25 | 0.6 | 0.6 | 5 | -2.5 | 0.3 | -2 | -0.9 | -8

Screening results as filed in PubChem.
